High-throughput results as filed in PubChem.
Growth percent in the NCI-60 one-dose screen (48 h, 10 µM unless noted): 100 = growth as untreated, 0 = no growth, -100 = all killed.
A549/ATCC: A549/ATCC NSCLC; 3.7% of 81,000 active
HOP-92: HOP-92 NSCLC cells; 6.3% of 71,000 active; AID 1794738
HOP-62: HOP-62 NSCLC; 3.9% of 80,000 active; AID 1794735
UACC-62: UACC-62 melanoma; AID 1794756; 5.4% of 81,000 active
EKVX: EKVX NSCLC; 3% of 71,000 active
CCRF-CEM: CCRF-CEM leukemia; 7% of 77,000 active
RPMI-8226: RPMI-8226 leukemia cells. 7.5% of 77,000 active. AID 1794781
M14: M14 melanoma. 6.2% of 80,000 active
Active calls of the source: *; · = not tested or not shown; & = joins results of further samples. Rule for the calls: active = growth percent below 10; inactive = the rest.

SMILES | A549/ATCC | HOP-92 | HOP-62 | UACC-62 | EKVX | CCRF-CEM | RPMI-8226 | M14
COc1ccc(C2=Nn3c(N=Nc4c(O)n(Cc5ccccc5)c5ccc(Cl)cc45)nnc3SC2)cc1 | 70 | 89 | 63 | 80 | 88 | 55 | 75 | 72
Cn1c(=O)[nH]c2nc(SC/C(=N/O)c3ccc([N+](=O)[O-])cc3)[nH]c2c1=O | 96 | 74 | 100 | 93 | 95 | 115 | 117 | 98
COCCN(C(=O)Cc1cccs1)C(C(=O)NCc1ccc(OC)cc1)c1ccc(C(C)C)cc1 (configuration not stated) | 87 | -3.7* | 98 | 85 | · | 94 | 93 | 106
O=C(Cn1nnc2ccccc21)N/N=C/c1ccco1 | 93 | 99 | 99 | 89 | 101 | 96 | 106 | 105
COc1cccc(/C=C/C(=N/O)c2cc3ccccc3oc2=O)c1OC | 81 | 93 | 108 | 94 | 107 | · | 81 | 98
O=c1cc(-c2ccccc2)nc(SCc2nc3cc(Cl)c(Cl)cc3[nH]2)[nH]1 | 114 | 104 | 93 | 105 | 102 | 124 | 114 | 104
CCCCCCCCCCCCCCCCCN | 105 | 67 | 88 | 102 | · | 102 | 107 | 104
COC(=O)c1ccc(=O)oc1 | 101 | · | 96 | 94 | 99 | 101 | 94 | 101
Oc1[nH]c2ccc(Cl)cc2c1N=Nc1nc(N=Nc2c(O)[nH]c3ccc(Cl)cc23)nc(N2CCCCC2)n1 | 60 | 125 | 94 | 89 | 51 | 9.8* | 57 | 81
CSc1nn2c(=O)c3c4c(sc3nc2n1-c1ccc(C)cc1)CN(C)CC4 | 75 | · | · | 103 | 94 | · | · | 95
CC(=O)c1ccc(Nc2ccnc(SCC(=O)c3ccc(Cl)cc3)n2)cc1 | 80 | 100 | 86 | 66 | 90 | 71 | 54 | 92
O=C(c1ccccc1)C(c1c[nH]c2ccccc12)c1c[nH]c2ccccc12 | 70 | 77 | 83 | 60 | 77 | 3.9* | 21 | 61
CC1(C)CCC[C@]23C(=O)O[C@](O)(C(=O)C4=C[C@@](C)(/C=C/CCCc5ccc6ccc7cccc8ccc5c6c78)CC[C@@]42O)[C@@H]13 | -71* | -84* | -66* | -75* | -85* | 0.1* | -21* | -62*
O=C(/C=C/c1cccc(Oc2ccccc2)c1)c1ccc(Nc2nc(Nc3ccc(F)cc3)nc(Nc3ccc(Cl)cc3)n2)cc1 | 90 | -6.8* | 104 | 105 | 106 | 116 | 25 | 106
C#C[C@]1(O)CC[C@H]2[C@@H]3CC=C4c5sc(C6CC6)nc5CC[C@]4(C)[C@H]3CC[C@@]21C | 72 | 120 | 100 | 68 | 80 | 59 | · | 78
CN(C)C(=S)SCN1C(=O)c2ccccc2C1=O | 71 | 90 | 103 | 96 | 94 | 95 | 88 | 97
Ic1cccc2ccccc12 | 105 | 93 | 95 | 99 | 105 | 98 | 110 | 102
COc1cc2oc(C(=O)N[C@@H](Cc3ccccc3)C(O)C(N)=O)c(C)c(=O)c2cc1OC (some centres not stated) | 108 | 107 | 97 | 87 | 96 | 108 | 119 | 105
Cc1ccc(N=Nc2c(N)nn3c(-c4cc5ccccc5oc4=O)ccnc23)cc1 | 45 | 50 | 48 | 82 | 49 | 70 | 9.8* | 47
CC(=O)Nc1ccc(Oc2ncnc3sc(C)c(C)c23)c(CN2CCCCC2)c1 | 100 | 133 | 94 | 90 | 96 | 105 | 91 | 109
COc1ccc2c(c1)oc1c(C)c3c(c(C)c12)C(=O)N(CCN1CCOCC1)C3=O | 91 | 106 | 101 | 93 | 110 | 77 | 92 | 104
CC1(C)c2ccccc2C(=O)C1Cc1ccccc1 (configuration not stated) | 89 | 87 | 97 | 91 | 99 | 104 | 117 | 112
O=C1c2c(Cl)ccc([N+](=O)[O-])c2C(=O)c2c(Cl)ccc([N+](=O)[O-])c21 | 89 | 82 | 84 | 98 | 93 | 85 | 93 | 97
Cc1ccc(C(=O)NN2C(=O)CSC2c2cccs2)cn1 (configuration not stated) | 103 | 95 | 98 | 107 | 97 | 95 | 84 | 109
C=CCc1c(N(C)c2ccc(OC)cc2)ncnc1-n1cnc2ccccc21 | 79 | 57 | 94 | 65 | 102 | 96 | · | 95
O=C1NC(=O)C(Cc2ccccc2)(Cc2ccccc2)N1 | 102 | 88 | 85 | 97 | 101 | 92 | 91 | 94
O=C1N(c2ccccc2)C(=S)N[C@]12[C@H](c1ccccc1)C1CCCN1[C@]21C(=O)NC2C=CC(Cl)=C[C@H]21 (some centres not stated) | 75 | 57 | 92 | 83 | 100 | 78 | 74 | 82
N#CC1=C(c2c[nH]c3ccccc23)Nc2nc(N)[nH]c(=O)c2C1c1ccc(Cl)cc1 (configuration not stated) | 95 | 40 | 79 | 80 | · | 79 | 84 | 97
O=C(CCl)N1CCN(C/C=C/c2ccccc2)CC1 | 108 | · | 97 | 77 | · | 22 | 91 | 90
CCNC(=O)N1CCN(C)CC1 | 108 | 105 | 107 | 98 | 99 | 109 | 112 | 114
Cc1c(C(=O)C(SC(=S)N2CCN(C(=O)OC(C)(C)C)CC2)SC(=S)N2CCN(C(=O)OC(C)(C)C)CC2)nnn1-c1ccc(Cl)cc1 | 83 | 102 | 90 | 98 | 105 | 82 | 87 | 102
O=C(O)c1ccc(Nc2ccc(N=Cc3c(O)[nH]c4ccccc34)cc2)cc1 | 91 | 84 | 68 | 103 | 76 | · | 104 | 98
NC(Cc1ccccc1[N+](=O)[O-])C(=O)O (configuration not stated) | 78 | 87 | 99 | · | 102 | 101 | · | 90
Cc1cc(C)c(O)c(CN(C)Cc2cc(Cl)cc(Cl)c2O)c1 | 51&48 | 48 | 54&55 | 56&50 | 79&94 | 32&31 | 56&42 | 67&57
Cc1ccc(S(=O)(=O)Nc2ccc(-c3cc(-c4cccc(F)c4)c(C#N)c(=O)[nH]3)cc2)cc1 | 68 | 73 | 92 | 60 | 83 | 68 | 19 | 81
COc1ccc(-n2sc(=O)n(Cc3ccc(CNC(=O)C(C)c4ccc(CC(C)C)cc4)cc3)c2=O)cc1 (configuration not stated) | 96 | 84 | 101 | 92 | 94 | 98 | 91 | 101
CC(=O)Nc1c(C)cccc1C | 93 | 93 | 102 | 97 | 104 | 108 | 97 | 111
COc1ccc(OC)c(-n2cc(C#N)c(N)c2C(=O)c2cccnc2)c1 | 101 | 115 | 102 | 96 | 99 | 101 | 98 | 102
COc1ccc(C2=NN(C(C)=O)C(c3ccc(OCc4ccc(Cl)cc4)c(OC)c3)C2)cc1OC (configuration not stated) | 29 | 37 | 76 | 34 | 46 | 50 | 37 | 54
COc1cc2c(c(O)c1OC)-c1c(cc(OC)c(OC)c1OC)C[C@@H](C)[C@@H](C)C2 | 100 | 87 | 100 | 108 | 95 | 105 | 102 | 102

The last 5 compounds of the section before open the next one:
SMILES | A549/ATCC | HOP-92 | HOP-62 | UACC-62 | EKVX | CCRF-CEM | RPMI-8226 | M14
COc1ccc(-n2sc(=O)n(Cc3ccc(CNC(=O)C(C)c4ccc(CC(C)C)cc4)cc3)c2=O)cc1 (configuration not stated) | 96 | 84 | 101 | 92 | 94 | 98 | 91 | 101
CC(=O)Nc1c(C)cccc1C | 93 | 93 | 102 | 97 | 104 | 108 | 97 | 111
COc1ccc(OC)c(-n2cc(C#N)c(N)c2C(=O)c2cccnc2)c1 | 101 | 115 | 102 | 96 | 99 | 101 | 98 | 102
COc1ccc(C2=NN(C(C)=O)C(c3ccc(OCc4ccc(Cl)cc4)c(OC)c3)C2)cc1OC (configuration not stated) | 29 | 37 | 76 | 34 | 46 | 50 | 37 | 54
COc1cc2c(c(O)c1OC)-c1c(cc(OC)c(OC)c1OC)C[C@@H](C)[C@@H](C)C2 | 100 | 87 | 100 | 108 | 95 | 105 | 102 | 102
CCOC(=O)Nc1c(N)n(C)c(=O)n(C)c1=O | 92 | 111 | 104 | 107 | 106 | · | · | 101
CCOc1cc(-c2nc3ccccc3s2)ccc1O | 102 | 99 | 117 | 89 | 100 | · | 83 | 98
COc1ccc(/C=C/C(=O)c2ccc([N+](=O)[O-])cc2)cc1 | 100 | 88 | 104 | 88 | 128 | 85 | 79 | 106
COc1c2c(cc(O)c1C(C)=O)OC(C)(C)C=C2 | 107 | 89 | 100 | 106 | 118 | 97 | · | 113
COc1ccc(Cc2ccc(OC)cc2)cc1 | 101 | · | 115 | · | · | 96 | 97 | 103
Cc1ccc(C(=O)NCCCNc2nc(Nc3ccc(N4CCN(C)CC4)cc3)nc3ccsc23)cc1 | 55 | 27 | 74 | 24 | 71 | 4.4* | 10 | -7.9*
COc1cc2[nH]c(C(=O)c3cc(OC)c(OC)c(OC)c3)c(N)c2cc1C#CC1CC1 | 43 | 17 | 42 | 34 | · | 25 | 48 | 22
CC(C)(C(N)=O)N1CCN(c2ccc(Cl)cc2)CC1 | 92 | 78 | 109 | 87 | · | 102 | 83 | 96
O=C1Nc2ccc(Cl)cc2C12Oc1ccccc1C1CC(c3ccc(F)cc3)=NN12 (configuration not stated) | 97 | 80 | 103 | 90 | 68 | 90 | 84 | 104
COc1ccc(C(=O)C2C(C#N)C(C#N)C3C=Cc4ccccc4N32)cc1 (configuration not stated) | 30 | 84 | 30 | 58 | 57 | 16 | 30 | -6.6*
CCCCOC(=O)C=O | 106 | 67 | 108 | 99 | 105 | 102 | 107 | 98
O=C1OCC(CO)O1 (configuration not stated) | 92 | 114 | 117 | 106 | · | · | 106 | 103
O=[N+]([O-])c1ncccc1O | 100 | 103 | 93 | 95 | · | 92 | 99 | 102
Cc1ccc2[nH]c(=O)c(=O)[nH]c2c1 | 97 | 103 | 89 | 100 | 79 | 103 | 112 | 97
COc1cc2cc(Oc3ccc(NC(=O)c4ccc(Cl)c(C(F)(F)F)c4)cc3)c(C)nc2cc1OC | 14 | · | 73 | 14 | 19 | 20 | 9.2* | 18
CC(=O)O[C@H]1C[C@H](n2cc(F)c(N)nc2=O)O[C@]1(C)CO[Si](c1ccccc1)(c1ccccc1)C(C)(C)C | 40 | 52 | 80 | 51 | 69 | 62 | 45 | 71
O=C(Nc1ccc(Cl)c(Cl)c1)Nc1n[nH]c(-c2ccccc2)n1 | 104 | 77 | 87 | 77 | 106 | 91 | 84 | 108
COC(=O)CC(C)Cc1ccc(OC)c(OC)c1 (configuration not stated) | 99 | · | 83 | 94 | 94 | 88 | 95 | 109
Cn1c(=O)c(C#N)c(-c2ccco2)n2c(SCc3ccccc3)nnc12 | 101 | 83 | 90 | 97 | 112 | 131 | 108 | 111
CCN(CC)CCN(C(=O)OCCOC(=O)N(CCN(CC)CC)c1cccc2sc3ccccc3c(=O)c12)c1cccc2sc3ccccc3c(=O)c12 | 86 | 78 | 86 | 93 | 96 | 85 | 85 | 99
CCCCn1ccnc1 | 96 | · | · | 101 | 103 | 126 | 118 | 120
CC1=C2[C@@H](CC1)[C@]1(C)O[C@@](C(C)C)(C[C@H]1OC(=O)CO)[C@H]2OC(=O)CCCc1ccccc1 | 58 | 37 | 39 | 40 | 94 | 32 | 23 | 78
CCOC(=O)c1ccc(NCc2ccncc2)cc1 | 77 | 78 | 75 | 85 | 98 | 80 | 84 | 100
COc1ccc(/C=C/C(=O)NCCO)cc1 | 80 | 105 | 88 | · | 99 | 104 | 105 | 106
COc1cc(OC)c(OC)cc1/C=C/C(=O)c1ccc(B(O)O)cc1 | 74 | 97 | 91 | 86 | 81 | 71 | 75 | 86
O=C(CCl)n1c(-c2ccccc2)nc2ccccc21 | 103 | 90 | 89 | 93 | 88 | 105 | 104 | 101
O=c1[nH]cnc(O)c1[N+](=O)[O-] | 106 | 100 | 104 | 101 | 112 | 103 | 106 | 123
COC(=O)CNC(=O)c1cccc(-c2cc(=O)c3c(OC)c(OC)c(OC)cc3o2)c1 | 101 | 68 | 119 | 90 | 102 | 91 | 95 | 103
COC(=O)c1ccc(O)c([N+](=O)[O-])c1 | 86 | · | 100 | 125 | 97 | · | · | 100
N#Cc1cccc(CN2CCC3=C(C2)C(=O)N(Cc2ccc(Cl)cc2)C2=NCCN23)c1 | 27 | 29 | 32 | 30 | 27 | 33 | 17 | ·
CCOC(=O)C(Cc1ccccc1[N+](=O)[O-])C(=O)OCC | 101 | 108 | 100 | 110 | · | 115 | 107 | 102
CC(=O)OCC(=O)[C@H]1CC[C@H]2[C@@H]3CC(=C(Br)Br)C4=CC(=O)CC[C@]4(C)[C@H]3CC[C@]12C | 65 | 86 | 106 | 66 | 81 | 81 | 66 | 79
COc1cc2oc(-c3ccc(NC(=O)c4cccc(Br)c4)cc3)cc(=O)c2c(OC)c1OC | 69 | 79 | 96 | 83 | 98 | 59 | 45 | 78
COc1ccc(CN2c3ccccc3Oc3ccccc32)cc1O | 38 | 33 | 42 | · | 35 | 13 | 14 | 18
CSc1nc(C)nc(C(C)C)c1C(=O)Nc1ccc(F)cc1 | 90 | 104 | 88 | 89 | 92 | · | 102 | 95
O=C(Nc1ccc(NC(=O)c2ccccc2)c(S(=O)(=O)c2ccccc2)c1)c1ccccc1 | 64 | 83 | 88 | 94 | 100 | 82 | 86 | 88
CCCCOP(=O)(O)O | 104 | · | 108 | 101 | · | · | 107 | 100

In another format: entries from further up
COC(=O)CNC(=O)c1cccc(-c2cc(=O)c3c(OC)c(OC)c(OC)cc3o2)c1
- A549/ATCC: 101
- HOP-92: 68
- HOP-62: 119
- UACC-62: 90
- EKVX: 102
- CCRF-CEM: 91
- RPMI-8226: 95
- M14: 103
COC(=O)c1ccc(O)c([N+](=O)[O-])c1
- A549/ATCC: 86
- HOP-92: ·
- HOP-62: 100
- UACC-62: 125
- EKVX: 97
- CCRF-CEM: ·
- RPMI-8226: ·
- M14: 100
N#Cc1cccc(CN2CCC3=C(C2)C(=O)N(Cc2ccc(Cl)cc2)C2=NCCN23)c1
- A549/ATCC: 27
- HOP-92: 29
- HOP-62: 32
- UACC-62: 30
- EKVX: 27
- CCRF-CEM: 33
- RPMI-8226: 17
- M14: ·
CCOC(=O)C(Cc1ccccc1[N+](=O)[O-])C(=O)OCC
- A549/ATCC: 101
- HOP-92: 108
- HOP-62: 100
- UACC-62: 110
- EKVX: ·
- CCRF-CEM: 115
- RPMI-8226: 107
- M14: 102
